AGP1 TOR yeast = alters AGP1-GFP fluorescence in TOR pathway yeast screen. S. cerevisiae AGP1-GFP multiplex flow cytometry, 3 h; GFP as percent of DMSO wells. GFP response vs DMSO, % at 10 µM. 0.02% of 320,000 active;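 active = GFP response relative to DMSO above a set limit, near screen average plus 3 SD, cut at about 150% in these data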;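 also: median GFP channel fluorescence of the gated AGP1 strain per well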
RPL19A TOR yeast = modulators of TOR pathway RPL19A-GFP in S. cerevisiae. S. cerevisiae RPL19A-GFP strain, flow cytometry, 3 h; stronger effect = lower value. percent response vs DMSO, % at 10 µM. 0.3% of 330,000 active. AID 2025;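 active = percent response vs DMSO below 50%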;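 also: median channel GFP fluorescence of the barcoded RPL19A-GFP strain; ratio of sample median GFP to plate DMSO average so 100% = DMSO; lower means less RPL19A-GFP as with rapamycin TOR inhibition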
proCasp3 act = activators of human procaspase-3. recombinant procaspase-3 D3A, Ac-DEVD-pNA absorbance 405 nm. 0.11% of 330,000 active. activation, % at 8.5 µM;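 active = activation above the mean of all tested compounds plus 3 SD, cut at about 21% in these data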;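 also: 0% = DMSO alone and 100% = DMSO wells spiked with extra 5 µM PC-3 D3A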
Target sequence (P42574 whole entry D9A/D28A/D175A): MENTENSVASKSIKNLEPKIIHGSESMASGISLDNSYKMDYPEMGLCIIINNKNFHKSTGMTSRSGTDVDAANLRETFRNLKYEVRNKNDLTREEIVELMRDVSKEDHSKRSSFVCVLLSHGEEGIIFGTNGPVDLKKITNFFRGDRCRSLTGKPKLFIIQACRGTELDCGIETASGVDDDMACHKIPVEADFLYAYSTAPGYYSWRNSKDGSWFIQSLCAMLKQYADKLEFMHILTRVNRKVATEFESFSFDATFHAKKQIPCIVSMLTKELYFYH
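Evaluation: percent activation relative to control range; Material: Procaspase-3 D3A mutant, all three cleavage aspartates alanine; Compound: single dose, 8.5 µM nominal compound, 0.8% DMSO; Replication: one well per compound; Signal: absorbance at 405 nm, 0 and 120 min; Schedule: 1 h preincubation plus 2 h reaction at 25 °C.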
LAP4-GFP MLPCN = yeast TOR pathway LAP4-GFP modulation | 0.34% of 320,000 active | GFP response vs DMSO, % at 10 µM | S. cerevisiae LAP4-GFP multiplex, flow cytometry GFP, 3 h; median GFP as percent of DMSO wells | AID 2023;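 active = GFP response vs DMSO above a set limit, about the screen mean plus 3 SD, cut at about 150% in these data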
procasp7 counter = counter-screen for procaspase-3 activators: activators of human procaspase-7 | recombinant procaspase-7, Ac-DEVD-pNA absorbance 405 nm; D23A/D198A/D206A triple mutant, cannot self-cleave; scale: DMSO 0, 5 µM enzyme 100 | 0.093% of 330,000 active | AID 463210 | activation, % at 8.5 µM;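 active = percent activation above the screen-wide mean plus 3 SD, cut at about 25% in these data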
Target sequence (P55210 whole entry D23A/D198A/D206A): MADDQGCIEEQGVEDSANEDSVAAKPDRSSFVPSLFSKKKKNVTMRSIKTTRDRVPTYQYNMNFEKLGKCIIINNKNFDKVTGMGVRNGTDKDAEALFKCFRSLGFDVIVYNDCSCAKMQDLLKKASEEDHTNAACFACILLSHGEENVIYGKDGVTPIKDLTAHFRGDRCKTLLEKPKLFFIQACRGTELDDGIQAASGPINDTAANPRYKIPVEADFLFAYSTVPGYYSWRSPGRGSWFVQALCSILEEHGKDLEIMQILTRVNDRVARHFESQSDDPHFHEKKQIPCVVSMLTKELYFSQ
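Detection: p-Nitroaniline absorbance at 405 nm, read at 0 and 120 min; system: Uncleavable procaspase-7 mutant enzyme; evaluation: % activation from two-timepoint absorbance difference, scaled to controls; times: 1 h enzyme–compound preincubation and 2 h substrate reaction, both 25 °C; buffer or medium: Zinc-free HEPES pH 7.4 with 300 mM NaCl, 0.01% Triton X-100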
AHR act = activates the human aryl hydrocarbon receptor. 2.5% of 320,000 active. activation, % at 5 µM. AHR-responsive luciferase reporter cells, luminescence; in the data active = activation above about 47%;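 also: 0% = vehicle wells and 100% = reference agonist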
CIT2 TOR yeast = alters CIT2-GFP fluorescence in TOR pathway yeast screen; S. cerevisiae CIT2-GFP strain, flow cytometry, 3 h; 100 means same as DMSO wells; GFP response vs DMSO, % at 10 µM; 0.065% of 320,000 active;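 active = GFP response relative to DMSO above a set limit, near the screen mean plus 3 SD, cut at about 150% in these data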;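 also: ratio of well median GFP fluorescence to mean of DMSO wells on the plate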
MEP2-GFP yeast = alters MEP2-GFP fluorescence in TOR pathway yeast screen; 0.51% of 330,000 active; GFP response vs DMSO, % at 10 µM; S. cerevisiae MEP2-GFP strain, flow cytometry GFP, 3 h; 100% = DMSO control level;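 active = GFP response versus DMSO above a set limit, roughly screen mean plus 3 SD, cut at about 180% in these data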;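 also: median GFP fluorescence of the barcode-gated MEP2-GFP cells per well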
* = called active by the depositor; · = not tested or not shown; [ ] = another dose, or the depositor's remark.

Results follow in this order: AGP1 TOR yeast	RPL19A TOR yeast	proCasp3 act	LAP4-GFP MLPCN	procasp7 counter	AHR act	CIT2 TOR yeast	MEP2-GFP yeast
1: CC1(C)CC2(CCO1)OC(=O)CC2C(=O)Nc1ccc(Cl)cc1[N+](=O)[O-] (stereo not drawn)
    97.3	98.3	6.1	97.9	2.2	1.3	100.8	86.3
2: Cc1c(C(=O)Nc2ccccn2)sc2nc3n(c(=O)c12)CCC3
    95.2	104.5	-3.5	80.0	3.8	3.1	107.3	99.7
3: CN(C(=O)c1ccc(S(=O)(=O)N2CCOCC2)cc1)C1CCS(=O)(=O)C1 (stereo not drawn)
    108.3	99.1	-6.0	113.5	-3.7	-1.0	100.2	96.0
4: COc1cccc(NC(=O)CCC2CCN(C(=O)c3cccc(NC(C)=O)c3)CC2)c1
    93.1	104.8	1.8	81.3	6.0	-1.6	100.7	97.7
5: CCn1cc(Cl)c(C(=O)NNC(=O)CCn2ccc([N+](=O)[O-])n2)n1
    105.3[may fluoresce green]	102.9[may fluoresce green]	5.5	96.4[may fluoresce green]	2.0	0.6	106.5[may fluoresce green]	104.9[may fluoresce green]
6: O=C(COc1cccc2cccnc12)Nc1ccccc1
    87.7	102.8	-0.7	107.0	-1.6	7.1	105.2	102.2
7: COc1ccc(OCC(=O)N2CCC3(CC2)CC(=O)c2ccccc2O3)cc1
    92.9	91.4	1.8	91.9	-0.2	-0.9	90.3	96.1
8: O=c1[nH]c2ccccc2nc1N1CCOCC1
    106.3	99.5	13.1	101.4	5.2	4.8	101.4	100.0
9: O=C(NC(c1ccccc1)c1cc(Cl)c2cccnc2c1O)c1cccnc1 (stereo not drawn)
    103.8	100.3	-4.3	98.7	14.2	1.0	105.6	98.5
10: COc1ccc(CN2C(=O)c3ccccc3C2=O)cc1C(=O)Nc1ccccc1N1CCOCC1
    103.7	99.2	-6.2	108.7	12.8	1.8	103.8	104.9
11: Cc1noc(C)c1COc1ccc(CC(=O)NCc2ccccc2)cc1
    93.5	99.5	5.2	90.7	5.5	-0.1	103.3	105.1
12: CC(C)N1C(=O)C(Cc2nc3ccccc3c(=O)n2-c2ccccc2)c2ccccc21 (stereo not drawn)
    88.3	96.3	7.3	95.5	1.3	1.6	86.4	89.6
13: Cn1c(N)c(C(=O)COC(=O)/C=C/c2cccc(Cl)c2)c(=O)n(C)c1=O
    98.0	96.3	1.3	95.3	12.9	-0.8	92.4	94.5
14: COc1ccc(-n2nc(C(=O)NCC(=O)N3CCCCCC3)c3ccccc3c2=O)cc1
    98.3	96.4	6.4	97.8	0.9	-0.4	95.3	91.0
15: Cn1cc(CNCC2CCCO2)c(-c2ccc(Oc3ccccc3)cc2)n1 (stereo not drawn)
    100.5	95.4	8.5	100.8	6.4	0.9	98.5	98.4
16: NS(=O)(=O)c1ccc(NC(=S)NC2CC2)cc1
    101.4	97.4	-3.3	95.1	-5.7	-0.9	107.6	116.6
17: Cc1ccc(/C=N/n2c(C3CCCCC3)n[nH]c2=S)s1
    93.1	97.9	-9.6	88.5	-6.2	-0.3	94.6	95.7
18: C=CCNC(=S)N(Cc1ccccc1)Cc1ccc(F)cc1
    91.2	87.3	-5.3	96.9	-3.9	0.4	92.8	97.9
19: Cc1ccc(C)c(S(=O)(=O)N2CCCC2CNC(=O)C(=O)NC2CC2)c1 (stereo not drawn)
    112.3	104.3	1.0	105.6	2.4	6.8	104.2	98.1
20: CC(C)(C)c1ccc(OC(=O)c2cccnc2)cc1
    98.5	99.6	10.6	107.3	7.2	1.1	96.8	97.1
21: COc1cccc(-c2c(C(=O)N/N=C/c3ccc(C)s3)nnn2-c2nonc2N)c1
    107.0	106.4	1.1	101.7	3.9	3.5	108.3	108.3
22: O=C1OC(=O)C2C1[C@@H]1CC[C@H]2O1 (stereo partly drawn)
    85.5	95.1	7.4	102.7	5.0	-2.9	88.5	89.3
23: O=C(CN1C(=O)CSc2ccccc21)NC1CCCC1
    106.8	100.1	-6.4	101.5	-2.6	-1.9	97.1	100.9
24: Cc1sc2ncnc(N/N=C/c3cccc(O)c3)c2c1C
    95.0	97.0	-9.0	95.7	-9.3	10.8	97.0	99.5
25: CCOC(=O)c1cc(NC(=O)OC)c(C)nc1C
    106.7	102.8	-2.6	105.4	6.4	0.9	105.8	103.0
26: COCCn1c(SCC(=O)Nc2ccccc2)nc2c1c(=O)[nH]c(=O)n2C
    97.7	94.4	4.3	85.3	-2.0	3.3	120.6	90.0
27: O=C1c2ccccc2C(=O)N1CN(C(=O)c1ccccc1[N+](=O)[O-])c1ccc(F)cc1
    111.7	108.5	6.1	106.2	2.1	-3.0	114.0	115.6
28: CC(=O)Oc1ccc2oc(-c3ccccc3)c(C(N)=O)c2c1
    110.0	103.4	-7.9	106.8	5.1	-0.1	107.2	108.3
29: CCO/N=C/C1=C(O)C(C(=O)OC)C(C)(C)CC1=O (stereo not drawn)
    87.0	97.2	2.9	87.4	6.7	0.9	96.8	101.0
30: Cc1c(NS(=O)(=O)c2cccc(C(=O)N3CCC(C(N)=O)CC3)c2)c(=O)n(-c2ccccc2)n1C
    104.2	93.7	5.6	98.4	7.4	-0.5	98.0	94.8
31: COc1ccc(-c2sc(NC(C)=O)nc2-c2ccccc2)cc1
    97.2	102.7	-1.1	96.3	-3.4	4.5	95.9	103.2
32: CCN(CCn1cccn1)C(=O)c1cc(COc2ccccc2SC)on1
    89.7	112.2	·	75.4	·	·	103.8	101.0
33: COc1cc(OC)c(OC)cc1CN1CCN(c2ccccc2OC)CC1
    97.5	98.9	8.4	94.1	-7.4	-3.0	89.3	111.1
34: O=C(NNC(=S)Nc1ccc(Cl)cc1Cl)C1CC1
    116.5	110.8	-3.0	118.1	-4.1	13.4	119.3	138.8
35: COc1ccc(C(=O)NNC(=S)NC(=O)c2ccccc2[N+](=O)[O-])cc1
    109.9	108.4	-5.0	99.3	-7.5	0.7	112.2	96.3
36: CCCn1c(=O)c(C(=O)Nc2ccccc2C(=O)OCC)c(O)c2ccccc21
    96.1	92.6	8.6	96.8	-4.7	-0.6	94.8	96.5
37: CCOC(=O)c1ccc(NC(=S)N(CCN(C)C)C(C)c2ccncc2)cc1 (stereo not drawn)
    99.5	101.0	-4.3	96.6	-5.6	-1.6	101.3	112.0
38: CC(Oc1cccc2cccnc12)C(=O)N/N=C/c1ccccc1 (stereo not drawn)
    101.1	94.8	0.1	104.2	11.7	18.2	92.2	93.8
39: C[C@H](NC(=O)c1nc[nH]c1C(=O)N[C@@H](C)C(=O)OC(C)(C)C)C(=O)OC(C)(C)C
    85.1	98.9	1.3	120.0	8.3	5.5	96.7	90.5
40: C=C(c1ccccc1C)[n+]1ccccc1
    96.5	101.5	4.1	87.3	-3.7	0.5	99.6	105.4

Ordered by the number under AHR act (ascending): 3 from the list above.
# | compound | AGP1 TOR yeast | RPL19A TOR yeast | proCasp3 act | LAP4-GFP MLPCN | AHR act | CIT2 TOR yeast | MEP2-GFP yeast
37 | CCOC(=O)c1ccc(NC(=S)N(CCN(C)C)C(C)c2ccncc2)cc1 (stereo not drawn) | 99.5 | 101.0 | -4.3 | 96.6 | -1.6 | 101.3 | 112.0
30 | Cc1c(NS(=O)(=O)c2cccc(C(=O)N3CCC(C(N)=O)CC3)c2)c(=O)n(-c2ccccc2)n1C | 104.2 | 93.7 | 5.6 | 98.4 | -0.5 | 98.0 | 94.8
38 | CC(Oc1cccc2cccnc12)C(=O)N/N=C/c1ccccc1 (stereo not drawn) | 101.1 | 94.8 | 0.1 | 104.2 | 18.2 | 92.2 | 93.8

Next results
Results follow in this order: AGP1 TOR yeast	RPL19A TOR yeast	proCasp3 act	LAP4-GFP MLPCN	procasp7 counter	AHR act	CIT2 TOR yeast	MEP2-GFP yeast
41: COc1ccc(NC(=O)[C@@H](NC(=O)N2C[C@H]3C[C@@H](C2)c2cccc(=O)n2C3)C(C)C)cc1OC
    97.6	94.6	-7.0	98.7	-6.8	2.0	95.0	111.0
42: CN1CCN(C(=S)c2ccc(OCC(=O)Nc3cccc(C(F)(F)F)c3)cc2)CC1
    105.8	99.2	8.8	97.2	16.8	-3.5	105.4	106.6
43: COc1cccc(/C=N\NC(=O)Cn2nnc3ccccc32)c1O
    95.0	103.0	3.5	99.7	3.4	2.4	99.4	95.6
44: COc1ccc2c3c([nH]c2c1)C1CC2C(CC(O)C(OC)C2C(=O)O)CN1CC3 (stereo not drawn)
    101.2	96.0	-0.1	101.3	-2.7	4.6	94.0	102.4
45: Cc1ccc(C(C(=O)NCc2ccc(F)cc2)N(C(=O)c2csnn2)C2CC2)o1 (stereo not drawn)
    105.5	96.2	-0.1	104.2	-5.5	0.1	97.8	113.9
46: O=[N+]([O-])c1ccc(N2CCN(c3ccccc3)CC2)nc1
    94.4	102.2	-4.9	102.5	-12.3	4.6	98.0	87.7
47: CCN(CC(=O)Nc1ccccc1C(F)(F)F)C(=O)c1cccc(N2C(=O)CCC2=O)c1
    114.2	103.1	3.3	109.3	4.2	-1.7	99.7	94.8
48: c1ccc(-c2nc3c4ccccc4ccn3c2CN2CCOCC2)cc1
    100.8	100.3	12.6	109.8	9.2	46.4	92.3	91.8
49: O=C(COc1ncnc2ccccc12)NCc1ccco1
    115.6	101.1	-0.5	109.0	-3.4	1.0	112.4	108.5
50: CC(=O)Nc1ccc(NC(=O)CSc2nnc(C)c(=O)n2N)cc1
    99.5	96.1	-0.2	96.9	13.0	-0.9	97.7	103.1
51: COc1ccc(CSCC(=O)N/N=C/c2ccc(OCC(=O)N3CCCCC3)cc2)cc1
    95.0	97.0	-5.9	97.5	-8.0	0.6	94.4	97.1
52: CC(C)NC(=O)N(Cc1ccccc1)Cc1cccs1
    110.8	97.4	-13.3	101.6	4.4	0.7	106.9	96.1
53: CN1/C(=C\C(=O)Nc2cccnc2)c2ccccc2CC1(C)C
    100.7	105.0	2.0	109.6	4.1	12.1	102.6	130.9
54: O=[N+]([O-])c1ccc(Cl)c(/C=N/N2CCN(Cc3ccccc3Cl)CC2)c1
    99.8	98.7	0.9	106.1	5.8	1.2	102.2	101.5
55: COc1ccc(/C=C/C(=O)Oc2ccc(/C=N/NC(=O)c3ccccc3)cc2)cc1OC
    98.6	102.5	0.8	93.0	-1.5	3.0	108.5	106.1
56: O=C(CN(Cc1ccccc1)C(=O)c1csnn1)NCc1ccccc1
    107.2	110.3	-1.3	99.5	-8.6	-1.2	106.2	104.5
57: CC(C)NC(=O)N1CC(c2ccccc2)C(c2ccc(Cl)cc2)=N1 (stereo not drawn)
    89.5	89.3	-7.8	79.3	-1.4	-0.3	95.5	93.6
58: COc1ccccc1CC(=O)Nc1ccc(S(=O)(=O)N(C)C2CCN(C)CC2)cc1
    99.2	90.4	6.8	97.1	-2.6	-0.6	97.0	94.8
59: Cc1nc([N+](=O)[O-])cn1-c1ccc(N)cc1
    95.0	104.7	7.1	99.2	5.1	4.8	90.2	100.1
60: CC1CN(C(=O)CCC(=O)NCc2ccccn2)c2ccccc2O1 (stereo not drawn)
    100.2	109.1	-0.8	118.9	-4.8	0.9	97.5	101.0
61: COc1cc(C(=O)NCCN2C(=O)S/C(=C\c3cccs3)C2=O)cc(OC)c1OC
    95.8	94.5	3.8	99.5	3.8	5.3	100.5	94.9
62: O=C(CSc1nnc(Cc2ccsc2)o1)c1ccccc1
    95.5	94.3	3.1	97.9	5.6	-3.1	87.0	98.5
63: Cc1cccnc1NC(=O)COc1ccc2c(c1)CCC2
    105.1	100.8	-5.4	103.2	0.2	-1.5	98.4	98.3
64: N#Cc1c(-c2ccccc2)cc(-c2ccc(O)cc2)nc1N
    80.0	100.2	4.7	96.1	5.6	5.8	94.8	96.4
